Screens (PubChem)
proCasp7 act: counter-screen for procaspase-3 activators: activators of human procaspase-7; P55210; recombinant procaspase-7, Ac-DEVD-pNA absorbance 405 nm; D23A/D198A/D206A triple mutant, cannot self-cleave; scale: DMSO 0, 5 µM enzyme 100; AID 463210; activation, % at 8.5 µM; 330,000 compounds, 0.093% hits;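 active = percent activation above the screen-wide mean plus 3 SD, cut at about 25% in these data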
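Assay system: Uncleavable procaspase-7 mutant enzyme | Input: 2 µM procaspase-7 mutant as dispensed | Timing: 1 h compound preincubation, 2 h substrate cleavage, 25 °C | Repeats: One well per compound | Control set: DMSO wells as 0%, DMSO with 5 µM added PC-7 as 100% | Technique: Epi-absorbance of released pNA at 405 nm, two timepoints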
AHR activator: activators of human aryl hydrocarbon receptor; P35869; AHR-responsive luciferase reporter cells, luminescence; activation, % at 5 µM; 320,000 compounds, 2.5% hits; in the data active = activation above about 47%;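 also: 0% = vehicle wells and 100% = reference agonist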
Target sequence (P35869 whole entry, looked up): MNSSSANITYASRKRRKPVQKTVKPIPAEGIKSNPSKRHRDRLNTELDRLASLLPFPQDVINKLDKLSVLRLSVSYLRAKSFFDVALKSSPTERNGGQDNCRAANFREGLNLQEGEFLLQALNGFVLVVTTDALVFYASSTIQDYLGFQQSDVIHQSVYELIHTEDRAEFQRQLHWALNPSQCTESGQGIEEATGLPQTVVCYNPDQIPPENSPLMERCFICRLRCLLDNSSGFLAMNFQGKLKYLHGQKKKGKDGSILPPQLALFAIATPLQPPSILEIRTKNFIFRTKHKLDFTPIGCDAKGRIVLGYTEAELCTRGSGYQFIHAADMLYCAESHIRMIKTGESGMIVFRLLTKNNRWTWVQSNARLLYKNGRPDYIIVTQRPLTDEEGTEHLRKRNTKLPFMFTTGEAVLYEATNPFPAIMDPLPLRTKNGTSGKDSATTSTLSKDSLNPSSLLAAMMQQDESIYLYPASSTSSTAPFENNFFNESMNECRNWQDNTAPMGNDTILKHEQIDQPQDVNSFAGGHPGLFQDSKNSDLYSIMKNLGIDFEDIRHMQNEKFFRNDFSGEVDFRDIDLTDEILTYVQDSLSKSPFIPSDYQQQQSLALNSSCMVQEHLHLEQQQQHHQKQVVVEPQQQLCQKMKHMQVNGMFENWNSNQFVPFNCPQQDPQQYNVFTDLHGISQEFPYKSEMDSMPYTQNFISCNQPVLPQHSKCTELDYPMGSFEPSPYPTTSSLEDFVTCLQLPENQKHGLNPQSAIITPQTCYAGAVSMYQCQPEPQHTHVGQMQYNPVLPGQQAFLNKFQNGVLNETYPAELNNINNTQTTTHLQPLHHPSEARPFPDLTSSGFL
EBNA-1 inhibitor: blocks EBNA-1 binding to DNA; EBNA-1 DNA binding, fluorescence polarization; inhibition, % at 14.8 µM; 300,000 compounds, 0.34% hits; in the data active = inhibition above about 28%
ZTA counter: counter-screen for EBNA-1 inhibitors: inhibitors of Epstein-Barr virus ZTA | 320,000 compounds, 0.15% hits | P03206 | ZTA-DNA binding, fluorescence polarization | inhibition, % at 11 µM; in the data active = inhibition above about 33%
LAP4-GFP MLPCN: alters LAP4-GFP fluorescence in TOR pathway yeast screen; S. cerevisiae LAP4-GFP multiplex, flow cytometry GFP, 3 h; median GFP as percent of DMSO wells; 320,000 compounds, 0.34% hits; GFP response vs DMSO, % at 10 µM;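 active = GFP response vs DMSO above a set limit, about the screen mean plus 3 SD, cut at about 150% in these data; inconclusive = under 70 cell events counted for the yeast strain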
procasp3 activ: activates human procaspase-3. P42574. recombinant procaspase-3 D3A, Ac-DEVD-pNA absorbance 405 nm. activation, % at 8.5 µM. 330,000 compounds, 0.11% hits;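 active = activation above the mean of all tested compounds plus 3 SD, cut at about 21% in these data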;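 also: 0% = DMSO alone and 100% = DMSO wells spiked with extra 5 µM PC-3 D3A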
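Assay system: Procaspase-3 D3A mutant, all three cleavage aspartates alanine. Buffer or medium: Zinc-free HEPES saline buffer with Triton X-100. Times: 1 h compound preincubation, 2 h substrate hydrolysis at 25 °C. Measured by: 405 nm absorbance of p-nitroaniline, reads at 0 and 120 min. Read-out basis: percent activation relative to control range. Replicates: singlicate.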
RPL19A TOR yeast: alters RPL19A-GFP fluorescence in TOR pathway yeast screen. S. cerevisiae RPL19A-GFP strain, flow cytometry, 3 h; hits give low values. percent response vs DMSO, % at 10 µM. 330,000 compounds, 0.3% hits. AID 2025;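 active = percent response vs DMSO below 50%; inconclusive = fewer than 70 events counted for the yeast strain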;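 also: median channel GFP fluorescence of the barcoded RPL19A-GFP strain; ratio of sample median GFP to plate DMSO average so 100% = DMSO; lower means less RPL19A-GFP as with rapamycin TOR inhibition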
MEP2-GFP yeast: modulators of TOR pathway MEP2-GFP in S. cerevisiae. 330,000 compounds, 0.51% hits. AID 2016. GFP response vs DMSO, % at 10 µM. S. cerevisiae MEP2-GFP strain, flow cytometry GFP, 3 h; 100% = DMSO control level;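 active = GFP response versus DMSO above a set limit, roughly screen mean plus 3 SD, cut at about 180% in these data; inconclusive = fewer than 70 cells counted for a yeast strain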;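 also: median GFP fluorescence of the barcode-gated MEP2-GFP cells per well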
The depositor's hits bear a star; ? = inconclusive; nt = not tested or not shown; & = joins results of further samples. Compounds were not picked by outcome, and some 3.8% of all compounds hit somewhere here.

SMILES	proCasp7 act	AHR activator	EBNA-1 inhibitor	ZTA counter	LAP4-GFP MLPCN	procasp3 activ	RPL19A TOR yeast	MEP2-GFP yeast
Cc1ccc(NC(=O)C2CCN(S(C)(=O)=O)CC2)cc1C	-3	1	-4	-10	93	2	94	94
CC(C)NCC(=O)Nc1c2c(nc3ccccc13)CCC2	-1	2	-9	5	100	-6	100	100
CCc1nnc(NC(=O)CSc2nnc(-c3c[nH]c4ccccc34)n2C)s1	0	3	3	19	101	0	100	102
O=C(CNC(=O)c1ccccc1)NCC(=O)OCC(=O)c1ccc([N+](=O)[O-])cc1	-30	3	4	-17	94	-18	100	98
OCC1(Cc2cccc(F)c2)CCN(Cc2ccc3cccc(F)c3n2)CC1	-1	3	-8	-19	93	8	101	105
COc1cc(N)c(Cl)cc1C(=O)OCC(=O)N1CCCC1	0	8	-10	-5	98	4	99	92
Cc1ccc(N(C(=O)c2ccc3c(c2)OCO3)C2C=CS(=O)(=O)C2)cc1C (stereo unspecified)	-5	1	-6	-11	88	3	106	103
CN(C)S(=O)(=O)c1ccc(N2CCCC2=O)c([N+](=O)[O-])c1	2	-5	-10	-20	96	-2	100	100
O=C(CNC(=O)C(c1ccccc1)c1ccccc1)N/N=C/c1ccc(O)c([N+](=O)[O-])c1	6	-1	2	4	84	-8	117	115
COc1cc(CC(=O)OCC(=O)Nc2cccc([N+](=O)[O-])c2)cc(OC)c1OC	-1	-2	9	-5	?	6	?	?
Cc1onc(-c2ccccc2)c1C(=O)N/N=C/c1cccs1	2	1	0	16	101	-4	93	89
O=C(CSc1nnc(NC(=O)c2ccccc2F)s1)NCC1CCCO1 (stereo unspecified)	-1	-2	6	14	96	0	97	96
CCOC(=O)c1c(C)oc2c(CN3CCN(C)CC3)c(Br)c(OC)c(O)c12	0	13	-6	11	110	1	109	108
O=C(Nc1cccc(S(=O)(=O)N2CCOCC2)c1)C1=NN(c2ccccc2)C(=O)CC1	-1	31	-5	7	86	6	96	100
CCn1ccnc1CN(C)C(=O)CCc1nnc(CCC2CCCCC2)o1	16	1	-3	-1	93	-2	89	100
O=C(Nc1ccc(NC(=O)c2cccs2)c(Cl)c1)c1cccs1	4	-6	13	-4	122	0	103	103
CC1CCN(C(=O)CCCN2C(=O)c3cccnc3Oc3ccc(Cl)cc32)CC1	-8	3	-2	18	102	-1	99	97
Cc1cccc2[nH]c(SCC(=O)N3CCOCC3)nc12	2	7	8	16	98	3	111	110
O=c1cc(-c2ccccc2)[nH]c2nc3ccccc3n12	4	16	13	2	108	3	101	101
CC(C)c1nnc(SCC(=O)NC(C)(C)C)n1C	7	1	-8	-6	102	0	105	103
C[C@H](CO)N1C[C@H](C)[C@H](CN(C)S(=O)(=O)c2cn(C)cn2)Oc2ccc(NC(=O)Nc3ccc(C(F)(F)F)cc3)cc2CC1=O	0	-1	nt	nt	86	2	97	92
Cc1cc(Nc2ccccc2)n(C(=O)c2ccc(Cl)cc2)n1	-10	14	0	-9	109	-4	102	102
CC1CCC(NC(=O)C(C)N2C(=O)C3CCCCC3C2=O)CC1 (stereo unspecified)	12	1	nt	6	93	5	96	92
Cn1c(N)c(C(=O)COC(=O)CNC(=O)c2ccccc2F)c(=O)n(C)c1=O	2	-1	nt	nt	96	2	103	113
O=C(O)c1cccc2c1C(=O)c1ccc(-c3ccc(OC(F)(F)F)cc3)cc1S2(=O)=O	4	0	nt	nt	91	3	109	95
Cn1c(=O)c2c(ncn2CC(O)CNc2ccc(Cl)cc2)n(C)c1=O (stereo unspecified)	13	7	0	-13	94	7	95	102
CCn1c(=NC(=O)C2COc3ccccc3O2)sc2c(C)ccc(OC)c21 (stereo unspecified)	-3	5	-7	-6	90	0	97	95
O=C(CN1CCN(C(=O)C2CCC2)CC1)Nc1ccc(F)cc1	6	0	nt	0	103	6	105	103
O=C(c1ccccc1)C(Nc1ccccn1)c1ccccc1 (stereo unspecified)	0	2	-8	4	99	10	101	95
CCc1cccc(NC(=O)CCNS(=O)(=O)c2cccc3nonc23)c1	3	17	1	2	114	-2	96	105
CC1CCCCN1C(=O)COC(=O)CNC(=O)c1sc2ccccc2c1Cl (stereo unspecified)	6	0	10	11	115	7	93	100
CCc1ccc(-c2nc(CN3CCC(C(=O)NCc4ccccc4OC)CC3)c(C)o2)cc1	1	1	1	1	97	2	100	100
COc1ccc(CCNC(=O)[C@H](CC(C)C)NC(=O)N2CCn3c2nc2ccccc23)cc1OC	2	9	-10	-9	93	-1	98	90
CCCCN(CC)C(=O)Cn1c(=O)sc2ccccc21	9	0	3	20	110	6	109	112
CCN(CC)S(=O)(=O)c1ccc(C)c(NC(=O)CNCc2ccccc2OC)c1	0	2	-6	-6	112	4	104	134
O=C(CNC(=O)c1cnccn1)Nc1ccc(F)c(F)c1F	-3	9	-1	-6	86	-2	90	92
O=C(COc1ccc(Cl)cc1)Nc1cccc(-c2ccc3nncn3n2)c1	6	6	-2	6	96	1	111	110
O=C(CNS(=O)(=O)c1ccccc1)OCC(=O)c1ccc(OC(=O)c2ccccc2)cc1	0	1	10	10	111	0	118	118
O=C(CS(=O)(=O)Cc1ccccc1)Nc1nc2ccccc2s1	-3	10	7	-1	112	2	111	98
CC(C)CN1CCN(Cc2cccc3nccnc23)CC1CCO (stereo unspecified)	12	5	10	-8	108	1	100	107
CN(C)C(CNC(=O)c1oc2ccccc2c1CSc1ncn[nH]1)c1ccco1 (stereo unspecified)	2	-1	-1	4	103	-3	97	95
COc1ccc(CC(=O)Nc2ccccc2N2CCCC2)cc1OC	-3	1	4	-2	98	-2	104	96
CCCCN1C(=N)N([C@@H](CCC)CN2CCC[C@H]2CN2C(N)=NC[C@@H]2Cc2ccccc2)C[C@H]1[C@H](C)CC	-5	-2	nt	nt	105	4	100	107
COc1cc(NS(=O)(=O)c2ccc(C)c(C)c2)c(OC)cc1Cl	11	1	-7	-15	100	-6	100	102
COc1ccc(-n2c(COc3cccc4ccccc34)nnc2SCC#N)cc1	10	5	8	3	112	-3	102	108
CCNC(=S)N/N=C/c1cccc(OCc2c(F)cccc2Cl)c1	3	4	5	1	95	8	106	100
CCOc1cc(NC(=O)c2cnccn2)c(OCC)cc1NC(=O)c1cccc(F)c1	2	1	0	2	107	1	104	115
Cc1cc(C)c(NC(=O)CSc2nc3ncc(Br)cc3[nH]2)c(Cl)c1	-7	28	10	-1	88	6	98	90
O=C(CSc1nc(=O)n2ccccc2n1)Nc1ccc2c(c1)OCO2	-2	3	3	6	96	-7	89	93
O=C(C1=C[C@@H](c2coc3ccccc3c2=O)C[C@@H](OCc2ccc(CO)cc2)O1)N1CCOCC1	1	-1	6	-3	nt	3	nt	nt
CC(C)[C@H](NC(=O)c1nn(Cc2ccccc2)c(=O)c2ccccc12)C(=O)O	4	0	-5	-4	94	0	96	96
CCCN(C(=O)CCCSc1nc2ccccc2[nH]1)c1c(N)n(Cc2ccccc2)c(=O)[nH]c1=O	-4	4	-22	0	102	-6	104	107
Clc1ccc(OCc2cnc(Cl)s2)cc1	-3	-3	7	6	90	5	90	93
COC(=O)c1ccc(NC(=O)CSc2nnc(COc3c(C)cccc3C)o2)cc1	2	-1	-12	-5	103	4	100	95
COC(=O)C1=C(C)NC(C)=C([N+](=O)[O-])C1c1ccccc1C(F)(F)F (stereo unspecified)	-1&-9	-1&-3	-12&1	-8&13	99&98	-8&0	99&100	95&96
CCN1CC(C)C(O)(c2ccccc2)CC1C (stereo unspecified)	-3	0	2	14	107	2	100	100
CCCCCCCC(=O)NNC(=O)Cc1ccccc1	0	0	-3	-2	101	-11	100	100
O=C(CCc1ccc(S(=O)(=O)NC2CCCCC2)cc1)NCc1ccccc1	-5	13	-17	31	87	-8	94	95
CC1=C(C(=O)OCCOC(C)C)C(c2cccc3ccccc23)NC(=O)N1 (stereo unspecified)	11	8	-4	-4	106	1	97	100
COCCSc1ccccc1C(=O)Nc1cc([N+](=O)[O-])ccc1OC	10	24	-8	-2	103	4	94	92
Cn1cnnc1SCc1ccc(C(=O)NN)cc1	10	9	4	2	107	3	103	105
C(#CCN1CCCC1)CC(c1ccccc1)c1ccccc1	3	3	0	-4	104	12	96	100
O=C(NCC(=O)N(c1cccnc1)C(C(=O)NC1CCCC1)c1cccs1)c1cccs1 (stereo unspecified)	-3	2	-9	-4	89	-6	104	94

Fetched by compound from the entries so far (2):
SMILES	proCasp7 act	AHR activator	EBNA-1 inhibitor	ZTA counter	LAP4-GFP MLPCN	procasp3 activ	RPL19A TOR yeast	MEP2-GFP yeast
Cn1c(=O)c2c(ncn2CC(O)CNc2ccc(Cl)cc2)n(C)c1=O (stereo unspecified)	13	7	0	-13	94	7	95	102
COc1ccc(CCNC(=O)[C@H](CC(C)C)NC(=O)N2CCn3c2nc2ccccc23)cc1OC	2	9	-10	-9	93	-1	98	90

Structures shown so far with an aryl methoxy group (eleven):
SMILES	proCasp7 act	AHR activator	EBNA-1 inhibitor	ZTA counter	LAP4-GFP MLPCN	procasp3 activ	RPL19A TOR yeast	MEP2-GFP yeast
COc1cc(N)c(Cl)cc1C(=O)OCC(=O)N1CCCC1	0	8	-10	-5	98	4	99	92
COc1cc(CC(=O)OCC(=O)Nc2cccc([N+](=O)[O-])c2)cc(OC)c1OC	-1	-2	9	-5	?	6	?	?
CCOC(=O)c1c(C)oc2c(CN3CCN(C)CC3)c(Br)c(OC)c(O)c12	0	13	-6	11	110	1	109	108
CCn1c(=NC(=O)C2COc3ccccc3O2)sc2c(C)ccc(OC)c21 (stereo unspecified)	-3	5	-7	-6	90	0	97	95
CCc1ccc(-c2nc(CN3CCC(C(=O)NCc4ccccc4OC)CC3)c(C)o2)cc1	1	1	1	1	97	2	100	100
COc1ccc(CCNC(=O)[C@H](CC(C)C)NC(=O)N2CCn3c2nc2ccccc23)cc1OC	2	9	-10	-9	93	-1	98	90
CCN(CC)S(=O)(=O)c1ccc(C)c(NC(=O)CNCc2ccccc2OC)c1	0	2	-6	-6	112	4	104	134
COc1ccc(CC(=O)Nc2ccccc2N2CCCC2)cc1OC	-3	1	4	-2	98	-2	104	96
COc1cc(NS(=O)(=O)c2ccc(C)c(C)c2)c(OC)cc1Cl	11	1	-7	-15	100	-6	100	102
COc1ccc(-n2c(COc3cccc4ccccc34)nnc2SCC#N)cc1	10	5	8	3	112	-3	102	108
COCCSc1ccccc1C(=O)Nc1cc([N+](=O)[O-])ccc1OC	10	24	-8	-2	103	4	94	92
